Compound activity as filed in PubChem.
BCR signal inh: inhibitors of chronic active B-cell receptor signaling | ABC-DLBCL IkBa-CBG/CBR reporter, luminescence ratio, 4 h | AID 493014 | Potency, µM (highest dose often 46.1 µM), inactives show at the top dose ratio change, negative = lower green/red ratio, usual class: inhibitors | 340,000 compounds, 0.05% hits; active = well fitted inhibition curve with a large enough effect in the signal ratio, with a control signal flat, not every such curve was filed as active; inconclusive = small, poorly fitted or top-dose-only effect, or effect the other way, or a change in a side signal; the % refers to the signal ratio;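 note: potency is the fitted concentration of half-maximal effect; plate controls were basal doxycycline-induced cells for no effect and cells given 10 µM MG132 for full effect; MG132 reads +100%, hits lower the ratio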
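TMD8 human ABC-DLBCL cells with doxycycline-inducible IκBα–green luciferase fusion and unfused red luciferase, in 0.5% FBS medium; compounds up to 46 uM, 4 h at 37C. Green/red luminescence ratio, filter-overlap corrected, fitted to concentration-response curves.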
TSG101-PTAP inh: blocks PTAP/TSG101 interaction to inhibit HIV-1 budding; Q99816; Fluorescence polarization, FITC-PTAP peptide / Tsg101 binding; Potency, µM (highest dose often 115 µM), for the others: at the top dose activity change, negative = inhibition, most hits filed as inhibitors; 340,000 tested, under 10 active; active = well fitted inhibition curve with a large enough effect in the main read-out, with a control signal flat, not every such curve was filed as active; inconclusive = small, poorly fitted or top-dose-only effect, or effect the other way, or a change in a side signal; inactive = no such curve, though single readings can be large or run the other way; note: potency is the fitted concentration of half-maximal effect; % of control where 0% means no effect
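Fluorescence polarization binding of Tsg101 binding domain (10 uM final) to FITC-labeled PTAP peptide (50 nM final) in HEPES pH 7.5 buffer with NaCl, Tween 20, EDTA, TCEP. Compounds added before peptide; binding 20 min at RT.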
AT treatment: candidate therapy for ataxia-telangiectasia. […] A-T fibroblasts, KAP-1 phosphorylation AlphaLISA; neocarzinostatin DNA damage 30 min before lysis. 320,000 compounds, 0.19% hits. Potency, µM (titrated, usually from 57.5 µM), for inactives: top-dose activation, usual class: activators; note: potency is the fitted concentration of half-maximal effect; % of control where 0% means no effect; nearly all actives have a fitted effect of over 45% in size
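ATM-like activity read as KAP-1 phosphorylation via AlphaLISA donor/acceptor antibody pairs after lysis and 6 hr at 25C. Cells were ATM-null patient fibroblasts ([…], hTERT), dosed 60 min, then exposed to the DSB inducer NCS for 30 min.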
ASM inhibitor: blocks human secretory acid sphingomyelinase | placental ASM, HMU-PC fluorogenic substrate, 60 min | Potency, µM (highest dose often 57.5 µM), for inactives: at the highest dose activity change, negative = inhibition, usual class: inhibitors | 340,000 compounds, 0.006% hits; note: potency is the fitted concentration of half-maximal effect
Target sequence (P17405 47-631 limits assumed): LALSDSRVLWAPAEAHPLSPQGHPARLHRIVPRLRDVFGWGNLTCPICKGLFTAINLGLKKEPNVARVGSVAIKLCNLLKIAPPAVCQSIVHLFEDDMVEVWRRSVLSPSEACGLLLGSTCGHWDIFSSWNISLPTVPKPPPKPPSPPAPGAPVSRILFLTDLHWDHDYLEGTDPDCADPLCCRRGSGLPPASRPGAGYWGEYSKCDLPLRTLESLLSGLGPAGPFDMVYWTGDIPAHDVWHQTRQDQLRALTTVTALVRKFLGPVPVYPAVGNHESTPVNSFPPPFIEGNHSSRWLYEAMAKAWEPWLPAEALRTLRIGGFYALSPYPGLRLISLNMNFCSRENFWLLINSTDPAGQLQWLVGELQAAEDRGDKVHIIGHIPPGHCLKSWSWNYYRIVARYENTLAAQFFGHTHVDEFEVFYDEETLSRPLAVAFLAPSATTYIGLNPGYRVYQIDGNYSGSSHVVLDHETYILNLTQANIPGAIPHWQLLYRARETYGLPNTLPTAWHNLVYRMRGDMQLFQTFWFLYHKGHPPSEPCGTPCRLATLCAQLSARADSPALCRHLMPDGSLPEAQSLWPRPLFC
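HMU-PC0 cleavage (9 uM final) by human placental ASM, 60 min at 37 °C following 10 min compound exposure at RT; stopped at pH 10, fluorescence Ex 386/Em 447 nm.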
TSHR antag: human thyrotropin receptor antagonism. P16473. TSHR-expressing cells, TSH-stimulated cAMP HTRF, 2 h; stronger effect = lower value. activity change, negative = inhibition, % at 11.5 µM. 330,000 compounds, 0.2% hits;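 active = activity change below a set negative limit, meaning inhibition stronger than a set level, cut at about -70% in these data; inconclusive = activity change between two set negative limits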; note: % is set by controls: 0 for no effect and ±100 for the full control effect
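Antagonism was scored as loss of TSH-driven cAMP in TSHR cells, stimulated with 4nM TSH (EC80) for 2 hours at 37 deg C and detected by homogeneous HTRF competition immunoassay.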
TCR activator: activates T cell receptor signaling. primary human leukocytes, anti-CD3, IL-2 HTRF, 48 h. Potency, µM (series often up to 9.22 µM), inactives show at the highest dose activation of IL-2 secretion, usual class: activators. 330,000 tested, under 10 active. AID 504894; note: % of control where 0% means no effect
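Activity was scored as IL-2 release from primary human leukocytes given only a TCR signal (a-CD3 beads) plus compound for 48 hr. Detection used a two-antibody HTRF format read at 665nm.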
Mito fusion yeast: inhibitors of mitochondrial division or activators of mitochondrial fusion; 320,000 compounds, 0.23% hits; S. cerevisiae fusion-defective mutant growth rescue, CellTiterGlo 48 h; Potency, µM (series often up to 46.1 µM), without a hit: at the top dose growth rescue (activation), most hits filed as activators;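 note: potency is the fitted concentration of half-maximal effect; % of control where 0% means no effect; nearly all actives have a fitted effect of over 45% in size; temperature-sensitive fusion mutants such as fzo1-1 at 37 °C on non-fermentable ethanol glycerol medium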
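Read-out: ATP-based luminescence (CellTiterGlo, 10 min ambient) reporting growth of fusion-defective ts yeast after 48 hours at 37C on glycerol/ethanol YPEG medium in the presence of compound.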
a7 integrin act: integrin-mediated muscular dystrophy alleviation activation | alpha7betagal myoblasts, beta-gal FDG fluorescence, 48 h | AID 624291 | 350,000 compounds, 0.064% hits | Potency, µM (highest dose often 38.3 µM), inactives show at the highest dose activation, most hits filed as activators;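 note: potency is the fitted concentration of half-maximal effect; 100% = response of the positive control SU9516; nearly all actives have a fitted effect of over 60% in size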
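alpha7betagal+/- myoblasts (passage 13, 250/well) treated 48 h at 37C with compounds at 1:260 dilution of DMSO stock. Lysed, then beta-galactosidase activity read as FDG fluorescence (ex 480/em 540) after 30 min, with pre-read for autofluorescence.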
Eya2 phos inh: blocks the phosphatase activity of human Eya2; O00167; recombinant Eya2, OMFP fluorescence dephosphorylation (OMFP is methylfluorescein phosphate); Potency, µM (highest dose often 76.9 µM), inactives show top-dose activity, negative = inhibition, actives largely listed as inhibitors; 330,000 compounds, 0.006% hits; AID 488837; note: potency is the fitted concentration of half-maximal effect; % is set by controls: 0 for no effect and ±100 for the full control effect
Target sequence (O00167 whole entry, looked up): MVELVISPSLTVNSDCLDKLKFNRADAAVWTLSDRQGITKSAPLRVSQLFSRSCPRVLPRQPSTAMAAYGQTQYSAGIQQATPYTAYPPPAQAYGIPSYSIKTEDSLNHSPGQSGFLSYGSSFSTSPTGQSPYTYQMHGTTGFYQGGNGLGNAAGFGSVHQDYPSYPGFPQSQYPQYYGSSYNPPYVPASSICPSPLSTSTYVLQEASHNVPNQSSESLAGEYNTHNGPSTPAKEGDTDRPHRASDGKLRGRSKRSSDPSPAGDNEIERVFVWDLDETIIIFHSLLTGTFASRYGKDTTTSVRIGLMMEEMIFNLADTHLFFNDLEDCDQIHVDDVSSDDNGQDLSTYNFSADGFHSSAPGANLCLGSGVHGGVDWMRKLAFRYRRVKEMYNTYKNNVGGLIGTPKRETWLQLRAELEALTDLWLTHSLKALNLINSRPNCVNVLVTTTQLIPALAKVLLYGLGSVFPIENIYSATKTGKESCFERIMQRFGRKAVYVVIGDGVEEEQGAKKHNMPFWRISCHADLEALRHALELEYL
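Eya2 (0.2 uM) preincubated 10 min at ambient with compound, then OMFP substrate added at 50 uM; 10 min reaction in 50 mM HEPES pH 7.5, 50 mM NaCl, 5 uM MgCl2, 0.05% BSA, 1 mM DTT. Fluorescence read at Ex 485/Em 525 nm.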
Tb PFK inh: blocks T. brucei phosphofructokinase | O15648 | T. brucei PFK, ADP-Glo luminescence | Potency, µM (titrated, usually from 57.5 µM), for the others: at the highest dose activity, negative = inhibition, most hits filed as inhibitors | 330,000 compounds, 0.17% hits | AID 485367;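 note: potency is the fitted concentration of half-maximal effect; 0% = uninhibited 1x PFK enzyme wells and -100% = no-enzyme wells; nearly all actives have a fitted effect of over 60% in size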
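PFK 1.25 nM, F6P 0.5 mM, ATP 0.1 mM, 0.1 M TEA pH 8.0, 5 mM MgCl2, 0.01% Tween20, 0.1% BSA; 45 min RT. ADP-Glo readout. qHTS titration up to 57 uM; curves fitted, compounds curve-classed.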
ELG1 repair inh: inhibitors of ELG1-dependent DNA repair in HEK293T cells; Potency, µM (series often up to 46.1 µM), without a hit: at the highest dose activity change, negative = inhibition, usual class: inhibitors; HEK293T ELG1-luciferase reporter, luminescence, 16 h; DNA damage induced by 5-fluorouridine; 330,000 compounds, 2.3% hits; AID 504467; note: potency is the fitted concentration of half-maximal effect; % is set by controls: 0 for no effect and ±100 for the full control effect; nearly all actives have a fitted effect of over 55% in size
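Overnight (16 hr) co-exposure of 2,000 cells/well to 5-fluorouridine and compound at 37 °C preceded detection. Luciferase was quantified via ONE-Glo luminescence; loss of signal denotes inhibition.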
* hit, by the source's call; ? = inconclusive; . = no result given; [ ] = another dose, or the depositor's remark. Unless noted, calls come from the whole dose curve; as a rule, active = well fitted curve in the direction sought with a large enough effect; inconclusive = small, poorly fitted or top-dose-only effect, or another doubt; inactive = no such curve, though single readings can be large; an effect the other way counts as inactive or inconclusive. Compounds were not picked by outcome (roughly 3.2% active in at least one column).

SMILES	BCR signal inh	TSG101-PTAP inh	AT treatment	ASM inhibitor	TSHR antag	TCR activator	Mito fusion yeast	a7 integrin act	Eya2 phos inh	Tb PFK inh	ELG1 repair inh
CCOC(=O)[C@@H]1[C@H]2COc3ccc(Br)cc3[C@@H]2N2C(=O)N(c3ccc(OC)cc3)C(=O)[C@@]12C	-3%	-1%	-1%	0%	-6	-4%	.	9%	-12%	8%	6%
CCn1c(SCC(=O)Nc2ccc(N(C)C)cc2)nnc1C1CC1	2%	-1%	1%	2%	-5	-19%	1%	1%	-8%	1%	3%
O=C(CN1CCCCCC1)N1c2ccccc2C=Cc2ccccc21	13%	-3%	4%	3%	2	0%	1%	0%	9%	-2%	3%
CC(C)C(C(=O)NCc1ccco1)N(CC1CCCO1)C(=O)CNS(=O)(=O)c1ccccc1 (centres undefined)	5%	0%	-2%	0%	6	-3%	1%	13%	9%	-4%	0%
O=C(CN(c1cc(C(F)(F)F)ccc1Cl)S(=O)(=O)c1ccccc1)NCc1cccnc1	5%	-3%	6%	1%	-10	1%	-1%	-12%	0%	-2%	2%
Cc1ccc(C)c(OCCC(=O)OCC(=O)Nc2ccc(N3CCOCC3)cc2)c1	-9%	-1%	6%	0%	-5	3%	-2%	-3%	21%	0%	6%
OCCNc1nc(N2CCN(c3ccccc3)CC2)nc2ccccc12	-1%	-3%	5%	3%	4	10%	9%	-51%[inhibitor]	-3%	3%	-1%
O=C(N/N=C\c1ccc(F)cc1)c1ccc(Cn2cc(Br)c([N+](=O)[O-])n2)o1	2%	-3%	-12%	-3%	2	-3%[46.1 µM]	3%	12%	-5%	-30%	?
COc1ccc(N(CC(O)Cn2c3ccccc3c3ccccc32)S(=O)(=O)c2ccccc2)cc1 (centres undefined)	?	-2%	0%	-4%	-13	-3%	3%	1%	3%	0%	-11%
CC(c1nnc(SCC(=O)N2CC(=O)Nc3ccccc32)n1Cc1ccccc1)N(C)C (centres undefined)	?	-6%	-2%	1%	3	-6%	4%	-2%	-6%	1%	-5%
CCN(CC)S(=O)(=O)c1ccc(N2CCN(C)CC2)c(NC(=O)Nc2ccccc2F)c1	5%	1%	0%	-4%	4	23%	2%	7%	-14%	3%	-2%
O=c1c2ccccc2nc(-c2ccccc2)n1CCCN1CCOCC1	?	-9%	4%	0%	6	-2%	-3%	-7%	-12%	-1%	16%
COc1ccccc1NC(=O)c1sc2ncn(Cc3ccccc3C)c(=O)c2c1C	-3%	-9%	0%	64%[activator]	22	-3%	0%	-4%	8%	-3%	-1%
Cc1ccc(S(=O)(=O)Nc2ncnc3sc(C)c(C)c23)cc1	?	0%	-3%	-3%	-7	4%	7%	3%	-3%	3%	-2%
Fc1cccc(Nc2ncnc3sccc23)c1	-3%	-3%	4%	1%	2	2%	-49%[inhibitor]	-4%	-4%	-8%	-20%
FC(F)(F)c1nc(NCC2CCCO2)c2nnn(Cc3ccccc3Cl)c2n1 (centres undefined)	0%	-1%	-2%	-9%	-9	2%	23%	14%	2%	-1%	10%
OCc1c[nH]c(=S)n1CCOc1cccc(C(F)(F)F)c1	-11%	-3%	-3%	2%	-1	2%	-13%	?	-8%	?	-9%
O=C(CSc1nnc(CNC(=O)c2cccc(C(F)(F)F)c2)o1)NCC1CCCO1 (centres undefined)	4%	0%	-3%	1%	8	-1%	-1%	7%	4%	2%	-11%
CCOC(=O)N1CCN(C(=S)Nc2ccc3nc(N4CCN(CC)CC4)cc(C)c3c2)CC1	-7%	-2%	-6%	66%[activator]	5	2%[46.1 µM]	0%	-33%	-8%	-6%	?
COc1ccc(CNS(=O)(=O)c2ccc(F)c(C(=O)Nc3ccc(OC)cc3)c2)cc1	-13%	-1%	-3%	-1%	-7	-1%	-6%	39%	-12%	6%	-4%

Some values from the list:
Reading for O=c1c2ccccc2nc(-c2ccccc2)n1CCCN1CCOCC1 under Mito fusion yeast: -3%
Reading for CCOC(=O)N1CCN(C(=S)Nc2ccc3nc(N4CCN(CC)CC4)cc(C)c3c2)CC1 under BCR signal inh: -7%
Reading for COc1ccccc1NC(=O)c1sc2ncn(Cc3ccccc3C)c(=O)c2c1C under TSG101-PTAP inh: -9%
Reading for OCc1c[nH]c(=S)n1CCOc1cccc(C(F)(F)F)c1 under TSHR antag: -1

Record cards (already shown):
Profile of `O=c1c2ccccc2nc(-c2ccccc2)n1CCCN1CCOCC1` = BCR signal inh: ?; TSG101-PTAP inh: -9%; AT treatment: 4%; ASM inhibitor: 0%; TSHR antag: 6; TCR activator: -2%; Mito fusion yeast: -3%; a7 integrin act: -7%; Eya2 phos inh: -12%; Tb PFK inh: -1%; ELG1 repair inh: 16%
Profile of `Fc1cccc(Nc2ncnc3sccc23)c1` = BCR signal inh: -3%; TSG101-PTAP inh: -3%; AT treatment: 4%; ASM inhibitor: 1%; TSHR antag: 2; TCR activator: 2%; Mito fusion yeast: -49%[inhibitor]; a7 integrin act: -4%; Eya2 phos inh: -4%; Tb PFK inh: -8%; ELG1 repair inh: -20%

(cont.)
SMILES	BCR signal inh	TSG101-PTAP inh	AT treatment	ASM inhibitor	TSHR antag	TCR activator	Mito fusion yeast	a7 integrin act	Eya2 phos inh	Tb PFK inh	ELG1 repair inh
COc1ccc2[nH]cc(CCCN3C(=O)c4ccccc4C3=O)c2c1	1%	-4%	3%	-2%	-6	-3%[46.1 µM]	16%	-19%	4%	-4%	-20%
CCOC(=O)c1ccc(NC(=O)Cn2cc3c(n2)CCC(C)C3)cc1 (centres undefined)	21%	-5%	2%	1%	2	0%	-1%	-6%	2%	-8%	17%
CN1N=C(C(=O)NC2CCCc3c2cnn3-c2ccc(F)cc2F)CCC1=O (centres undefined)	2%	-1%	5%	3%	16	7%	-2%	19%	4%	-1%	-4%
Cc1cc(NC(=O)C(C)SCC(=O)N(C)CC(=O)Nc2ccc(F)cc2)no1 (centres undefined)	-3%	-2%	3%	1%	-3	-1%	-2%	19%	-4%	-28%	15%
CCOc1ccc(/C=N/n2cc(-c3ccccc3)[nH]c2=S)cc1	?	1%	-2%	-7%	1	-2%	-2%	-19%	-2%	?	10%
COC(=O)c1ccc(C(=O)OC)c(NC(=O)C(C)(C)C)c1	0%	-2%	3%	15%	-13	-7%	1%	16%	2%	5%	-5%
COc1ccc(C(=O)N/C(=C\c2cn(S(=O)(=O)N(C)C)c3ccccc23)C(=O)NCCCn2ccnc2)cc1	-12%	-2%	-2%	0%	18	-4%	-6%	6%	-2%	2%	2%
O=C(Nc1ccc2c(c1)OCCO2)c1oc2ccccc2c1NC(=O)C1CC1	?	0%	4%	-8%	-17	6%	-2%	16%	-4%	-1%	?
COc1ccc2c(CC(=O)N(C)CC3COc4ccccc4O3)coc2c1 (centres undefined)	-4%	-1%	3%	5%	-6	2%	10%	10%	-25%	-3%	?
Cc1cccc(C)c1NC(=O)N1CC(C)OC(C)C1 (centres undefined)	3%	-3%	24%	-2%	0	-7%	8%	2%	?	1%	-12%
CC(=O)N(C)c1ccc(N=Nc2c(C)[nH]n(-c3ccccc3)c2=O)cc1	9%	-7%	7%	-4%	-5	4%	5%	21%	13%	0%	-1%
CCOc1ccc(NC(=O)CSc2nncn2C)cc1	2%	-4%	-9%	5%	-2	5%	2%	-6%	-17%	0%	?
NS(=O)(=O)c1cccc(NC(=O)CNC(=O)CC23CC4CC(CC(C4)C2)C3)c1	1%	-2%	-6%	4%	24	4%	-5%	12%	14%	0%	-10%
Cc1cccnc1NC(=O)c1sc2ccccc2c1Cl	?	-11%	6%	8%	-8	2%	12%	6%	-2%	2%	?
COc1ccc(S(=O)(=O)NCc2cc(=O)n(C)c(=O)n2C)cc1F	2%	-3%	1%	0%	21	-3%	-5%	-4%	-7%	0%	10%
